Polio RdRp inh: inhibitors of poliovirus RNA polymerase binding and polymerization. % elongation, % (compound at 16.7 µg/mL). poliovirus polymerase elongation, fluorescence polarization; stronger effect = lower value. hit rate 0.66% among 150,000. P03300; in the data active = % elongation below about 90%; note: some results filed as inactive read as strong as hits
Target sequence (P03300 1749-2209 limits assumed): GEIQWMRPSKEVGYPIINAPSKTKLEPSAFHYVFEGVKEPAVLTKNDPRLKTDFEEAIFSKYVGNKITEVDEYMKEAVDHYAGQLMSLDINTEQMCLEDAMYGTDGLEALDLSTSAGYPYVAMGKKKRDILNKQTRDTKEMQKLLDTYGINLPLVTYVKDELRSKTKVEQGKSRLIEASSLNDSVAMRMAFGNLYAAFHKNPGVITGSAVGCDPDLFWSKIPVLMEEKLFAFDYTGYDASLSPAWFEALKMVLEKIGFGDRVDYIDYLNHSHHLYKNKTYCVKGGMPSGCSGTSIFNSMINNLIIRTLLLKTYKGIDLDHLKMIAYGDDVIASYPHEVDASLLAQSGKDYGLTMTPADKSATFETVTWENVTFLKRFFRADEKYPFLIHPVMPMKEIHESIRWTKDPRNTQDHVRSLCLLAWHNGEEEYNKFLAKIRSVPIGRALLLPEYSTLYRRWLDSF
Polio RdRp inh FP z-score: recorded beside Polio RdRp inh, whose call it bears; z-score; measured here: FP z-score; hits read low
An asterisk follows results filed as active; & = joins results of further samples.

SMILES | Polio RdRp inh | Polio RdRp inh FP z-score
CC(=O)c1ccc(N2CCN(c3ncnc4c3c(-c3ccccc3)cn4-c3cccc(C)c3)CC2)cc1 | 105 | -0.3
CC(C)CC(N)C(=O)N1CCOCCOCCOCC1 (stereo not given) | 101 | 0
O=C(Cn1ncc2ccsc2c1=O)N1CCN(c2ccc(F)cc2)CC1 | 108 | 1.1
Oc1c(C(c2cccnc2)N2CCOCC2)ccc2cccnc12 (stereo not given) | 85 | -2.9
O=C(NCc1ccccc1)c1ccc2c(c1)N(Cc1ccccc1)C(=O)c1ccccc1S2(=O)=O | 107 | 0.7
Cc1ccc(CN2C(=O)C(O)(CC(=O)c3ccc(C)cc3)c3ccccc32)cc1 (stereo not given) | 108 | 0.8
CCc1ccc(CNC(=O)c2cc3c(s2)-c2ccccc2OC3)cc1 | 102 | -0.8
COc1cc2c(cc1OC)C(C(=O)O)CC(=O)N2 (stereo not given) | 103 | 0.2
COc1ccccc1-c1c(C)nn2c(N3CCN(c4ccccc4)CC3)cc(C)nc12 | 103 | -0.4
Cc1ccc(CN(C(=O)c2ccccc2)c2ccccn2)o1 | 106 | -0.1
Cc1cc(C)c(NC(=O)c2ncoc2-c2ccco2)c(C)c1 | 112 | 1
CCCC(CCC)C(=O)Nc1cc(C(=O)O)cc(C(=O)O)c1 | 101 | 0.1
Cc1cc(N2CCCC(O)C2)n2nc(C)c(-c3ccc(F)cc3)c2n1 (stereo not given) | 100 | -0.4
Cc1nc2ccn(Cc3ccccc3)c(=O)c2cc1C(=O)N1CCCC1 | 103 | 0.8
O=C1c2ccccc2-c2onc3c(N4CCCCC4)cc(N4CCCCC4)c1c23 | 99 | -0.2
CC1CCCCN1C(=O)c1cccc2c1SCCC2=O (stereo not given) | 106 | 1.2
O=C(O)C1CCC(CNc2cc(=O)oc3ccccc23)CC1 (stereo not given) | 102 | 0.7
CCCCOc1ccccc1/C=N/N=C(N)N | 102 | -0.1
COc1cccc(CNC(=O)Nc2cc(C(=O)NCc3cccc(F)c3)ccc2N2CCCC2)c1 | 103 | -0.5
CCCCNc1cc(C(=O)O)cc(S(N)(=O)=O)c1Oc1ccccc1 | 102&100&101&99 | 0.5&0&0.2&-0.2
Cc1cc(NC(=O)Nc2ccccc2)c(C(F)(F)F)o1 | 105 | 0.6
Cc1ccc(-n2c(=O)c3cccnc3n2CC(=O)Nc2cc(C)cc(C)c2)cc1 | 96 | -1.1
O=C(COC(=O)/C=C/c1ccc(Br)o1)NC1CCCCCC1 | 102 | 0.1
Cn1c(CC(=O)O)c(S(C)(=O)=O)c2ccccc21 | 101 | -0.2
CCNC(=S)Nc1cc(OCC)c(N2CCOCC2)cc1OCC | 100 | 0

The final seven entries of the part before are carried over, then new ones follow:
SMILES | Polio RdRp inh | Polio RdRp inh FP z-score
COc1cccc(CNC(=O)Nc2cc(C(=O)NCc3cccc(F)c3)ccc2N2CCCC2)c1 | 103 | -0.5
CCCCNc1cc(C(=O)O)cc(S(N)(=O)=O)c1Oc1ccccc1 | 102&100&101&99 | 0.5&0&0.2&-0.2
Cc1cc(NC(=O)Nc2ccccc2)c(C(F)(F)F)o1 | 105 | 0.6
Cc1ccc(-n2c(=O)c3cccnc3n2CC(=O)Nc2cc(C)cc(C)c2)cc1 | 96 | -1.1
O=C(COC(=O)/C=C/c1ccc(Br)o1)NC1CCCCCC1 | 102 | 0.1
Cn1c(CC(=O)O)c(S(C)(=O)=O)c2ccccc21 | 101 | -0.2
CCNC(=S)Nc1cc(OCC)c(N2CCOCC2)cc1OCC | 100 | 0
COc1ccc(N2CCN(CCNc3nc4ccccc4n4c(C)nnc34)CC2)cc1 | 102 | 0
CCOC(=O)C/C(C)=N/c1ccnn1-c1ccccc1 | 101 | 0.3
Cc1cc(C)[n+]2c(-c3ccccc3)csc2n1 | 103 | 0
Cc1ccc(S(=O)(=O)N=S(Cc2ccccc2)Cc2ccccc2)cc1 | 112 | 1.3
O=c1ccc(-c2ccccc2)nn1Cc1c(F)cccc1Cl | 112 | 1.5
CN(C)S(=O)(=O)c1ccc2oc(SCN3C(=O)c4ccccc4C3=O)nc2c1 | 101 | -0.1
O=C1NC(=O)C2(OC(=O)C(=O)/C2=C(/O)c2ccccc2)C(=O)N1 | 98 | -0.6
O=C(O)c1nnc(Cl)c2ccccc12 | 101 | 0
COc1ccc(CNC(=O)c2sc3nc4n(c(=O)c3c2C)CCC4)cc1 | 103 | -0.7
CCOc1ccc(-c2cc(C(=O)N3CCN(c4ccc(C)cc4)C(C)C3)c3ccccc3n2)cc1 (stereo not given) | 106 | -0.4
COc1ccccc1-c1nc(-c2ccc(Br)o2)no1 | 100 | -0.4
COc1ccc(SCC(=O)N(c2ccccc2)C2CCS(=O)(=O)C2)cc1 (stereo not given) | 104 | 0.1
Cc1ccc(C(=O)N/C(=C/c2ccco2)C(=O)Nc2nccs2)cc1 | 102 | -0.1
O=C(NCC(c1ccc2c(c1)OCO2)N1CCOCC1)c1ccc(F)cc1 (stereo not given) | 104 | -0.7
Cc1cccc(N(C)S(=O)(=O)c2c(C(=O)N3CCCCC3)c(C)n(C)c2C)c1 | 101 | 0.3
Cc1cc(C)c(N(CC(O)Cn2c3ccccc3c3ccccc32)S(C)(=O)=O)c(C)c1 (stereo not given) | 98 | -1.2
Cc1ccc(NC(=O)CSc2ncn(-c3ccccc3)n2)cc1 | 99 | -0.2
Cc1cc(C)cc(OCC(=O)Nc2c(C(=O)c3ccccc3)oc3ccccc23)c1 | 110 | 0.8
O=C(NC1CCCCC1)c1ccc(CSc2nc3ccncc3n2Cc2cccc(F)c2)cc1 | 112 | 0.5
CCOc1ccc(-n2c(SCC(=O)Nc3cc(C)on3)nc3c([nH]c4ccccc43)c2=O)cc1 | 103 | -1
CCC(=O)Nc1cccc(Oc2nc(C)cc(C)c2C#N)c1 | 108 | 0.7
Cc1ccc(CNC(=O)c2ccc(CSc3nc4ccncc4n3Cc3ccc(C)cc3)cc2)cc1 | 108 | -0.1
O=C(NCCCc1ccccc1)C1c2ccccc2-c2ccccc21 | 105 | 0.3
COc1ccc(Cc2nnc(SCC(N)=O)n2Cc2ccccc2)cc1 | 101 | 0.2
CCN=C1S/C(=C\c2cn(CC(=O)Nc3cccc(C)c3)c3ccccc23)C(=O)N1CC | 103 | 0.4
(further entries)
SMILES | Polio RdRp inh | Polio RdRp inh FP z-score
Cc1cccc2sc(N(Cc3cccnc3)C(=O)CCc3ccccc3)nc12 | 100 | -1.5
COc1ccc(-c2nnc(SCC(N)=O)n2C2CCCCC2)cc1OC | 102 | -0.1
CCC1(CC)Cc2ccccc2C(C2=C(O)CCCC2=O)=N1 | 99 | -0.1
COc1ccc(-c2nc(CNS(=O)(=O)c3ccc(C)cc3)cs2)cc1 | 106 | 0
CCC1(C)Cc2ccccc2-c2c1c(=O)n(-c1ccc(C)cc1)c1nncn21 (stereo not given) | 102 | 0
CCn1c(=O)cc(OCC(=O)Nc2cccnc2)c2ccccc21 | 98 | -1.8
CN(C(=O)C1CCCN(S(=O)(=O)c2cccc3nsnc23)C1)c1ccc(Br)cc1 (stereo not given) | 101 | 0.3
CCc1c(SCC(=O)O)nc2ccccc2c1C | 103 | 0.8
CC(=O)Nc1ccc(NC(=O)C(C)n2c(C)c3cnn(-c4ccccc4)c(=O)c3c2C)cc1 (stereo not given) | 102 | -0.3
O=C(c1ccccc1Cl)N1CCN(c2ccc(N3CCCCCC3)nn2)CC1 | 103 | 0.3
Cc1onc(-c2ccccc2)c1C(=O)Sc1ccc(C(F)(F)F)cn1 | 103 | 0.4
O=C(N/N=C1/CCS(=O)(=O)c2ccc(F)cc21)c1ccccn1 | 90* | -1.1*
CCOC(=O)c1cc(-c2ccccc2)n(-c2cccc(C(=O)Nc3cccc(F)c3)c2)c1C | 102 | -0.2
COc1ccc(C(=O)N(CN2CCCC2=O)c2nccs2)cc1OC | 103 | 1.4
CCOc1ccc(CCNC(=O)CSc2nc3ccccc3nc2Cc2ccc(C)cc2)cc1OCC | 102 | -0.3
O=C(NC1CC1)c1cc2n(n1)CCCN(Cc1ccccc1)C2=O | 101 | 0.3
CCC(C)NC(=O)c1sc2nc3n(c(=O)c2c1C)CCC3 (stereo not given) | 103 | -0.6
COc1ccc(NC(=O)c2ccco2)cc1NC(=O)COc1cc(C)ccc1C(C)C | 111 | 1.6
CCCC1c2ccsc2CCN1C(=O)c1cc(OC)cc(OC)c1 (stereo not given) | 105 | 0.4
CCOC(=O)c1c(C)oc2nc(CN3c4cccc5cccc(c45)S3(=O)=O)nc(N)c12 | 109 | 0
CC1CCCCN1C(=O)C12CC3CC(CC(C3)C1)C2 (stereo not given) | 100 | 0
COc1ccc(NCc2nc(-c3ccc(C)cc3)no2)cc1OC | 101 | -0.1
Cc1nc(C(F)(F)F)ccc1C(=O)NN1CCOCC1 | 103 | 0.1
CCC(Oc1ccccc1)C(=O)Nc1nncs1 (stereo not given) | 103 | -0.1
Cc1ccccc1-n1nnnc1SCC(=O)N/N=C/c1ccccc1O | 104 | 0.2
The listing continues.
SMILES | Polio RdRp inh | Polio RdRp inh FP z-score
O=C(NCC(c1cccnc1)N1CCOCC1)C(=O)Nc1ccc(Cl)cc1 (stereo not given) | 107 | -0.3
CCOC(=O)c1cc2c(n(-c3ccc(OC)cc3)c1=O)CCCC2=O | 105 | 0.9
COc1c[nH]n(C2CCCCC2)c(=O)c1=O | 100 | 0.2
Cc1cc(-c2nc3ncccc3o2)ccc1NC(=O)COc1ccc(C(C)(C)C)cc1 | 102 | -0.2
COc1ccc(OC)c(C2CC(=O)Nc3ccc4ccccc4c32)c1 (stereo not given) | 108 | 0.7
COc1ccc(-c2nn(C)c3sc(C(=O)NC(C)C)cc23)cc1OC | 100 | -0.2
CCn1c(=O)c2c(nc3n2CCN3c2ccc(OC)cc2)n(C)c1=O | 109 | 0.8
Cc1oc(-c2ccc(C(=O)NCc3ccc(N(C)C)cc3)cc2)nc1COc1ccccc1 | 100 | -1.3
S=C1NCN(CC2CCCO2)CN1 (stereo not given) | 97 | -1.2
N#Cc1cccc(NC(=O)CNc2ccccc2Cl)c1 | 100 | -0.5
CC(NC(=S)N1CCc2ccccc2C1)C12CC3CC(CC(C3)C1)C2 (stereo not given) | 101 | 0
Cc1ccc(C(Nc2ccccn2)c2ccc3cccnc3c2O)cc1 (stereo not given) | 113 | 2.2
COc1ccc(CSc2cccc3cccnc23)cc1 | 105 | 0.7
COC(=O)/C(C#N)=C/c1ccccc1I | 102 | 0
Cc1cccc(NC(=O)CC(C)(C)C)c1 | 102 | 0.2
CCOC(=O)Cc1c(C(=O)OCC)nnc2c(-c3ccccc3)c(C)nn12 | 106 | 0.4
Cc1nc(N)sc1C(N)=O | 103 | 0.5
O=C(Cc1n[nH]c(=O)c2ccccc12)OC1CCOC1=O (stereo not given) | 105 | 0.3
CC(C)CC(=O)N=C1SC2CS(=O)(=O)CC2N1c1ccccc1 (stereo not given) | 99 | -0.3
CCN1CCC(N(Cc2ccc(F)cc2)C(=O)NC23CC4CC(CC(C4)C2)C3)CC1 | 102 | 0.1
CCOC(=O)CNC(=O)N1CCc2cc(S(=O)(=O)N3CCC(C)CC3)ccc21 | 105 | -0.6
COc1cccc(C(=O)N(C)C)c1 | 103 | 0.5
O=C(COC(=O)CSc1nnc(-c2ccc(Cl)cc2)o1)NC1CCS(=O)(=O)C1 (stereo not given) | 101 | -0.3
C[C@@H]1C(=O)CC[C@@]2(CO)CCC(C)(C)C[C@@H]12 | 98 | -0.4
CCOC(=O)CC(=O)c1ccccc1 | 107 | 0.6

Next part; it opens with the 7 that closed the last part.
SMILES | Polio RdRp inh | Polio RdRp inh FP z-score
CC(C)CC(=O)N=C1SC2CS(=O)(=O)CC2N1c1ccccc1 (stereo not given) | 99 | -0.3
CCN1CCC(N(Cc2ccc(F)cc2)C(=O)NC23CC4CC(CC(C4)C2)C3)CC1 | 102 | 0.1
CCOC(=O)CNC(=O)N1CCc2cc(S(=O)(=O)N3CCC(C)CC3)ccc21 | 105 | -0.6
COc1cccc(C(=O)N(C)C)c1 | 103 | 0.5
O=C(COC(=O)CSc1nnc(-c2ccc(Cl)cc2)o1)NC1CCS(=O)(=O)C1 (stereo not given) | 101 | -0.3
C[C@@H]1C(=O)CC[C@@]2(CO)CCC(C)(C)C[C@@H]12 | 98 | -0.4
CCOC(=O)CC(=O)c1ccccc1 | 107 | 0.6
Cc1ccc(C(=O)COC(=O)c2ccccc2O)cc1 | 101 | 0.2
CC1(C)Cc2c(sc(NC(=O)C3CC3)c2C(N)=O)C(C)(C)N1 | 101 | -0.2
COc1ccc(CCN(C)CCCN2CC(c3ccccc3)CC2=O)cc1OC (stereo not given) | 102 | 0.3
O=C(Cn1c(=O)n(-c2ccccc2)c(=O)c2oc3ccccc3c21)N1CCCC1 | 98 | -1
O=C(CN1CCN(Cc2ccc(F)cc2)C1=O)NCc1ccc(F)cc1 | 108 | 0.4
NS(=O)(=O)c1ccc(NC(=O)c2ccc(S(=O)(=O)N3CCc4ccccc43)cc2)cc1 | 99 | -0.6
CCOc1ccc2nc(NCCNC(=O)C(C)(C)C)c(C)cc2c1 | 101 | -0.1
CC1CCN(c2ccc(C#N)cc2)CC1 | 105 | 0.2
Cc1nn(-c2ccccc2)nc1C(=O)OCc1ccc(C#N)cc1 | 104 | 0.1
CCN(c1ccccc1C)S(=O)(=O)c1ccc(N2CCCCS2(=O)=O)cc1 | 103 | -0.5
NC(=O)CN1CCCC1=O | 102&101 | 0.3&0.3
OC(c1cccs1)(c1cccs1)C1CN2CCC1CC2 (stereo not given) | 104 | 0.3

Full records, looked up by structure.
`CC1CCN(c2ccc(C#N)cc2)CC1` as listed: Polio RdRp inh = 105; Polio RdRp inh FP z-score = 0.2
`Cc1nn(-c2ccccc2)nc1C(=O)OCc1ccc(C#N)cc1` as listed: Polio RdRp inh = 104; Polio RdRp inh FP z-score = 0.1

Source: PubChem

Only part of the results is shown (hit frequency here may not be typical).
